Screening data as filed in PubChem BioAssay.
BRCA1 expr up: qHTS Assay to Identify Small Molecule Activators of BRCA1 Expression; MCF7-BRCA1-FFLuc reporter, luminescence, 48 h; response scale: scaled: vehicle 0%, 10 µM genistein 100%; Potency, µM (series often up to 46.1 µM), without a hit: at the top dose activation, usual class: activators; 1.1% of 380,000 active; AID 624202, 2012; note: potency is the fitted concentration of half-maximal effect; nearly all actives have a fitted effect of over 80% in size; some results filed as inactive show a strong effect at the top dose
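48 h compound treatment of MCF7-BRCA1-FFLuc cells (phenol-red free MEM, 37 °C), then 15 min with luciferase substrate and luminescence imaging.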
a7 integrin act: qHTS for Activators of Integrin-Mediated Alleviation for Muscular Dystrophy | alpha7betagal myoblasts, beta-gal FDG fluorescence, 48 h | 0.064% of 350,000 active | Potency, µM (titrated, usually from 38.3 µM), for inactives: top-dose activation, actives largely listed as activators;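 note: potency is the fitted concentration of half-maximal effect; 100% = response of the positive control SU9516; nearly all actives have a fitted effect of over 60% in size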
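alpha7betagal+/- myoblasts (passage 13, 250/well) treated 48 h at 37C with compounds at 1:260 dilution of DMSO stock. Lysed, then beta-galactosidase activity read as FDG fluorescence (ex 480/em 540) after 30 min, with pre-read for autofluorescence.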
PTAP TSG101 blk: qHTS Assay for Iinhibitors of HIV-1 Budding by Blocking the Interaction of PTAP/TSG101; Fluorescence polarization, FITC-PTAP peptide / Tsg101 binding; 340,000 tested, under 10 active; Potency, µM (doses to about 115 µM), without a hit: at the top dose activity change, negative = inhibition, most hits filed as inhibitors; active = well fitted inhibition curve with a large enough effect in the main read-out, with a control signal flat, not every such curve was filed as active; inconclusive = small, poorly fitted or top-dose-only effect, or effect the other way, or a change in a side signal; inactive = no such curve, though single readings can be large or run the other way; note: potency is the fitted concentration of half-maximal effect; % of control where 0% means no effect
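Fluorescence polarization binding of Tsg101 binding domain (10 uM final) to FITC-labeled PTAP peptide (50 nM final) in HEPES pH 7.5 buffer with NaCl, Tween 20, EDTA, TCEP. Compounds added before peptide; binding 20 min at RT.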
AT treatment: qHTS Assay for Identifying a Potential Treatment of Ataxia-Telangiectasia | […] A-T fibroblasts, KAP-1 phosphorylation AlphaLISA; neocarzinostatin DNA damage 30 min before lysis | Potency, µM (doses to about 57.5 µM), inactives show top-dose activation, usual class: activators | 0.19% of 320,000 active; note: potency is the fitted concentration of half-maximal effect; % of control where 0% means no effect; nearly all actives have a fitted effect of over 45% in size
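hTERT-immortalized A-T patient fibroblasts ([…]), 500 cells/well in OPTI-MEM, 1% FBS, got compounds for 60 min, then NCS for 30 min at 37C. Lysates were then assayed for phospho-KAP-1 by AlphaLISA (anti-pKAP1 donor, anti-KAP1 acceptor beads), 6 hr at 25C.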
TRPV1 agonist: HTS Assay for Compounds that Act as Agonists of the Vanilloid Receptor 1; TRPV1-expressing cells, Fluo-8 calcium influx, agonist mode; activation, % at 8.33 µM; AID 540275, 2011; 0.19% of 320,000 active; Transient receptor potential cation channel subfamily V member 1 (Homo sapiens), Q8NER1; in the data active = activation above about 80%; inconclusive = between about 30% and that limit; note: 0% is about no effect
Target sequence (Q8NER1 whole entry, looked up): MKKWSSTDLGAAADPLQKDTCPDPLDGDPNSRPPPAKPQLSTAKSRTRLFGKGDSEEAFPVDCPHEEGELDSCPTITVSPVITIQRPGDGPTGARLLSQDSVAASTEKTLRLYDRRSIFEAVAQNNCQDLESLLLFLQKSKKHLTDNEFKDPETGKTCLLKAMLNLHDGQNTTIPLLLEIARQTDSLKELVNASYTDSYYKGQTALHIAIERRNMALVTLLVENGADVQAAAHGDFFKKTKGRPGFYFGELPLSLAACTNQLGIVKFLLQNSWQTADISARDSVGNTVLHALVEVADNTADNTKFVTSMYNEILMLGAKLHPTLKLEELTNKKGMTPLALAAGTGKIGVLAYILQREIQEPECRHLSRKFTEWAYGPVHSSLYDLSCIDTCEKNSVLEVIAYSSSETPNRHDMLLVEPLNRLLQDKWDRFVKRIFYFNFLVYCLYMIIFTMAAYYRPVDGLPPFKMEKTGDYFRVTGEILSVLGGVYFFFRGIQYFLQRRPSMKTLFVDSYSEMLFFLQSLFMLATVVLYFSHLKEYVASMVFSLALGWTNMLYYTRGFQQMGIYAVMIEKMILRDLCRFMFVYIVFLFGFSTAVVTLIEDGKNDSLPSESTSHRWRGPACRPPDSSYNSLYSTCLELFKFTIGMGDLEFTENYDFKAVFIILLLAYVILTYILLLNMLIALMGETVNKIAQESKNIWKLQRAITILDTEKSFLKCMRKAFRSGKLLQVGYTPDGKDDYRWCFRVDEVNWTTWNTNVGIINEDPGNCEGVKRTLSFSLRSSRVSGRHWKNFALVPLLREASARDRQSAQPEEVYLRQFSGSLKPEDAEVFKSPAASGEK
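Fluo-8 calcium influx in TRPV1-expressing cells, kinetic read (ex 480/em 520 nm). Compound added and read 3 min for agonist activity, followed by capsaicin at EC20 final and 2 min further read for enhancement.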
B2AR arrestin: qHTS assay of beta-arrestin-biased ligands of beta2-adrenergic receptor. Beta-2 adrenergic receptor (Homo sapiens), P07550. beta-arrestin recruitment to beta2AR, cell-based reporter. Potency, µM (series often up to 46.1 µM), for inactives: top-dose activation, hits mostly activators. 0.02% of 330,000 active. AID 492947, 2010;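 note: potency is the fitted concentration of half-maximal effect; 0% = DMSO controls and full agonism = EC100 isoproterenol or metaproterenol; nearly all actives have a fitted effect of over 65% in size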
CXXC DNA block: qHTS Fluorescence Polarization Assay for Inhibitors of MLL CXXC domain - DNA interaction; AID 2662, 2010; Histone-lysine N-methyltransferase 2A (Homo sapiens), Q03164; Potency, µM (top dose mostly 115 µM), for inactives: at the top dose activity change, negative = inhibition, hits mostly inhibitors; MLL-CXXC / FITC-HOXA9 DNA fluorescence polarization; 0.037% of 290,000 active; active = well fitted inhibition curve with a large enough effect in the polarisation, with a control signal flat, not every such curve was filed as active; inconclusive = small, poorly fitted or top-dose-only effect, or effect the other way, or a change in a side signal; inactive = no such curve, though single readings can be large or run the other way; the % refers to the polarisation; note: potency is the fitted concentration of half-maximal effect
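Purified MLL-CXXC (added from a 7 uM solution) was preincubated 5 min at ambient with pinned compounds in 50 mM Tris-HCl pH 7.5, 50 mM NaCl, 1 mM DTT, 0.05% BSA. Fluorescein-labeled HOX-A9 DNA (50 nM solution) followed, 30 min, then polarization read.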
ELG1 repair inh: qHTS screen for small molecules that inhibit ELG1-dependent DNA repair in human embryonic kidney (HEK293T) cells expressing luciferase-tagged ELG1. HEK293T ELG1-luciferase reporter, luminescence, 16 h; DNA damage induced by 5-fluorouridine. Potency, µM (titrated, usually from 46.1 µM), without a hit: top-dose activity change, negative = inhibition, most hits filed as inhibitors. 2.3% of 330,000 active. AID 504467, 2011; note: potency is the fitted concentration of half-maximal effect; % is set by controls: 0 for no effect and ±100 for the full control effect; nearly all actives have a fitted effect of over 55% in size
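DMSO vehicle served as the neutral condition. Each well held 2,000 cells given 5-fluorouridine plus compound; after 16 hr at 37 °C/5% CO2, ONE-Glo was added and luciferase measured 30 min later.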
p53 reactivation: qHTS assay for re-activators of p53 using a Luc reporter; Potency, µM (titrated, usually from 92.2 µM), for inactives: at the highest dose activity change, positive = activation, hits mostly activators; 0.063% of 320,000 active; H1299 p53-A138V BP100-luciferase reporter, luminescence, 24 h; note: potency is the fitted concentration of half-maximal effect; % of control where 0% means no effect; nearly all actives have a fitted effect of over 45% in size
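H1299 (p53-null), stable ts p53-A138V + BP100-Luc; 1000 cells/well, Opti-MEM/10% FBS; cpd 4 pt, 1:5; 24 h, 37 deg C, 5% CO2; detection reagent 10 min RT; luminescence.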
TCR act: Activators of T cell receptors: qHTS campaign; 330,000 tested, under 10 active; primary human leukocytes, anti-CD3, IL-2 HTRF, 48 h; Potency, µM (series often up to 9.22 µM), for inactives: at the highest dose activation of IL-2 secretion, usual class: activators; note: % of control where 0% means no effect
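Readout: HTRF IL-2, Eu-cryptate/d2 antibody pair, 320nm excitation, 665nm emission. Stimulus: a-CD3 beads, no co-stimulation. Cells: primary human leukocytes. Exposure: 48 hr with compound.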
The depositor's hits bear a star; ? = inconclusive; nt = no result given; [ ] = dose if it differs, or a comment. Unless noted, calls come from the whole dose curve; as a rule, active = well fitted curve in the direction sought with a large enough effect; inconclusive = small, poorly fitted or top-dose-only effect, or another doubt; inactive = no such curve, though single readings can be large; an effect the other way counts as inactive or inconclusive.

SMILES	BRCA1 expr up	a7 integrin act	PTAP TSG101 blk	AT treatment	TRPV1 agonist	B2AR arrestin	CXXC DNA block	ELG1 repair inh	p53 reactivation	TCR act
CN1CCN(CCCNC(=O)Cn2ncc3c4ccccc4n(C)c3c2=O)CC1	1.1%	-16.5%	-8.4%	0.2%	1.6	-0.8%	-5.2%	?	3.0%	4.3%[46.1 µM]
Nc1cc(S(=O)(=O)Nc2cc(Cl)ccc2Cl)ccc1N1CCOCC1	-13.6%	-12.2%	-6.6%	-42.3%	4.3	0.4%	7.4%	0.0%	-5.2%	-5.7%
CCOc1ccc(Cl)cc1CSc1ncn[nH]1	-0.2%	-24.5%	-4.1%	6.5%	7.4	-3.1%	0.0%	2.0%	-13.5%	-4.6%[46.1 µM]
COc1ccc(NS(=O)(=O)c2cc(NC(=O)c3cc(F)c(F)cc3Cl)ccc2N2CCOCC2)cc1	2.6%	0.9%	0.2%	-1.6%	nt	-0.2%	nt	?	-5.0%	-6.2%
CC(=O)c1cccc(NC(=O)Cn2cnc(S(=O)(=O)N3CCCC3)c2)c1	-12.1%	12.9%	-1.9%	0.5%	-0.7	-0.2%	-7.4%	?	-1.5%	-1.2%
CCS(=O)(=O)N1CCC(C(=O)Oc2ccc(Br)cc2)CC1	13.4%	22.4%	-4.2%	1.0%	3.1	-0.5%	0.5%	-0.3%	nt	-4.7%
Cc1ccc(N)cc1S(=O)(=O)N(C)C	15.3%	-14.4%	0.9%	-3.2%	1.7	-0.4%	0.0%	9.6%	-1.0%	-0.9%
CC(NC(=O)C1CC=CCC1C(=O)O)C1CC2CCC1C2 (stereo unspecified)	-4.7%	2.2%	-4.7%	-7.0%	-4.3	-0.5%	-5.3%	6.7%	0.8%	-7.4%
O=C(/C=C/c1ccco1)NC(=S)Nc1ccccc1O	52.2%	-20.7%	-2.6%	-4.7%	2.5	0.2%	6.3%	?	-2.6%	6.8%
COc1ccc(NC(=O)CSc2nc3sc(C)c(C)c3c(=O)n2Cc2ccco2)cc1	2.9%	-8.1%	nt	-0.9%	17.9	-0.1%	4.7%	-0.6%	-2.3%	nt
C=CCOc1ccc(/C(O)=C2\C(=O)C(=O)N(CCOC)C2c2cccnc2)cc1 (stereo unspecified)	-2.7%	22.8%	-4.3%	-10.6%	6.1	0.1%	-6.3%	4.4%	-8.3%	-8.4%
CN(C(=O)CSc1nnn(C)n1)c1ccccc1	13.6%	17.0%	-2.1%	4.5%	-0.5	0.8%	1.2%	-7.5%	15.9%	-0.4%
Cc1ccc(C)c(NC(=O)c2cc(=O)c3ccccc3o2)c1	?	7.3%	-0.7%	-6.4%	?	-0.7%	-2.8%	?	23.2%	-14.1%
O=C(Nc1ccc(C(=O)N2CCOCC2)cc1)Nc1cccc2ccccc12	45.0%	13.8%	-3.3%	-5.8%	-0.3	0.2%	4.6%	?	16.7%	nt
CSc1ccc(CC(=O)N2CCC(n3nccc3NC(=O)C3CC3)CC2)cc1	2.82µM*	1.0%	-4.2%	5.5%	6.6	-0.9%	7.8%	?	23.9%	3.0%
c1csc(-c2csc3ncnc(NCCCN4CCOCC4)c23)c1	-47.0%	-28.5%[7.66 µM]	-12.8%	-0.7%	2.8	-0.8%	3.1%	?	-16.5%	3.8%
Cc1c(NC(=S)N/N=C/c2ccc(Br)cc2)c(=O)n(-c2ccccc2)n1C	-11.4%	8.3%	-2.0%	-6.1%	-0.3	-0.7%	7.0%	-1.6%	-6.0%	0.8%
O=C1NN(c2ccc(F)cc2)C(=O)/C1=C\c1cnn(-c2ccccc2)c1	nt	nt	nt	-5.8%	5.1	-0.3%	-27.8%	1.2%	0.7%	nt
CC1CCN(S(=O)(=O)c2ccc(NC(=O)CN3CCOCC3)cc2)CC1	-28.0%	-6.2%	-4.4%	-2.8%	2.6	0.2%	-5.5%	-6.0%	-5.9%	-2.7%
ONC(=NCc1ccccc1)c1ccccc1	0.1%	2.7%	0.2%	nt	nt	nt	nt	nt	nt	-2.8%
COc1ccccc1OCc1ccc(C(=O)NN)cc1	4.4%	-15.4%	-0.7%	-0.9%	12.5	-0.1%	6.9%	6.9%	-2.1%	-0.3%
CC(OC(=O)C1CCN(c2ccc(C(F)(F)F)cn2)CC1)C(=O)Nc1cccc([N+](=O)[O-])c1 (stereo unspecified)	-1.8%	-0.9%	-11.8%	5.8%	22.1	0.0%	nt	?	0.0%	5.8%
O=C1NCCO1	1.7%	nt	-1.8%	6.6%	-0.6	0.0%	nt	0.3%	8.9%	-4.1%
O=C(CNC(=S)N(CCCN1CCOCC1)Cc1cccs1)NCCN1CCOCC1	0.9%	14.3%	-0.7%	-3.0%	-0.2	0.3%	6.3%	14.4%	-1.8%	-2.9%
CCCCOC(=O)C1=C(C)Nc2ncnn2C1c1ccc(OCC)c(OC)c1 (stereo unspecified)	-2.5%	5.0%	5.2%	-3.0%	1.4	0.0%	-3.7%	-0.3%	-22.0%	4.3%
O=C(NCCN1C(=O)S/C(=C/c2cccnc2)C1=O)C1=NN(c2ccccc2)C(=O)CC1	-24.8%	-31.9%	-3.0%	9.7%	0.1	-0.1%	nt	-9.8%	?	3.1%
Nc1ccc2nc(N3CCOCC3)sc2c1	75.1%	16.2%	-13.5%	-5.3%	-2.4	0.2%	4.4%	?	0.1%	2.7%
CCOc1ccc(NS(=O)(=O)c2ccc(C(=O)NCC(c3ccco3)N3CCCC3)cc2)cc1 (stereo unspecified)	8.6%	22.0%	-3.7%	-0.6%	0.7	-0.5%	nt	0.2%	?	2.6%
CC(=O)Nc1ccc(NC(=O)c2ccc(CN3CCc4ccccc4C3)cc2)cc1	-20.0%	0.0%	-5.0%	-0.4%	-2.6	0.4%	24.9%	5.4%	9.2%	-6.0%
Cc1nc(-c2cccs2)ccc1C(=O)O	0.0%	0.0%	-1.9%	1.4%	-0.5	0.2%	-5.3%	5.3%	0.6%	-1.2%

The list goes on (two carried over from the part before).
SMILES	BRCA1 expr up	a7 integrin act	PTAP TSG101 blk	AT treatment	TRPV1 agonist	B2AR arrestin	CXXC DNA block	ELG1 repair inh	p53 reactivation	TCR act
CC(=O)Nc1ccc(NC(=O)c2ccc(CN3CCc4ccccc4C3)cc2)cc1	-20.0%	0.0%	-5.0%	-0.4%	-2.6	0.4%	24.9%	5.4%	9.2%	-6.0%
Cc1nc(-c2cccs2)ccc1C(=O)O	0.0%	0.0%	-1.9%	1.4%	-0.5	0.2%	-5.3%	5.3%	0.6%	-1.2%
O=c1oc2c(CN3CCCCCC3)c(O)ccc2cc1-c1nc2ccccc2[nH]1	nt	nt	nt	15.8µM*	?	0.1%	?	?	27.7%	nt
CCOC(=O)c1c(C)c(C(=O)N2CCc3ccccc3C2)c(C)n1CC	-86.6%[inhibitor]	-17.4%	-5.0%	-3.1%	27.0	-0.4%	-3.8%	?	-8.6%	nt
Cc1cccc(NC(=O)c2ccc(Cl)c(S(=O)(=O)N3CCCCCC3)c2)n1	-32.7%	21.1%	-1.4%	1.5%	5.6	0.1%	nt	?	0.8%	0.0%
CC1CC(C)(C)NC(=S)N1CCCC(=O)Nc1ccccc1F (stereo unspecified)	-1.6%	-16.7%	0.7%	-6.0%	2.2	-1.0%	15.2%	9.9%	2.1%	nt
CCn1c(SCC(=O)Nc2ccccc2C)nnc1-c1ccccc1O	4.5%	0.1%[7.66 µM]	-0.3%	7.1%	-1.6	0.0%	-8.0%	2.5%	2.7%	nt
O=[N+]([O-])c1cccc(S(=O)(=O)N2CCN(S(=O)(=O)N3CCOCC3)CC2)c1	2.7%	10µM*	-2.8%	5.1%	-3.4	0.4%	15.8%	18.5%	11.2%	-1.2%
CCOc1cc(NC(=O)c2ccccn2)c(OCC)cc1NC(=O)c1ccc(OC)cc1	-16.5%	-8.5%	-3.1%	2.6%	-3.0	0.4%	10.1%	?	-1.8%	2.9%
CCCCn1c(CCl)nc2cc(S(=O)(=O)N3CCOCC3)ccc21	10.0%	-58.7%[inhibitor]	-4.7%	7.4%	nt	-0.1%	nt	?	-5.0%	-1.7%
CCN1C(c2ccccc2)=C(c2ccccc2)S/C1=C\C=C1/SC(=S)N(C)C1=O	-64.8%	-29.7%	-2.4%	nt	nt	nt	nt	nt	nt	4.3%
NC(=O)CC(NC(=O)Cc1ccc(Br)cc1)c1ccc(NCc2ccc(F)c(F)c2)c([N+](=O)[O-])c1 (stereo unspecified)	-38.2%	-15.7%	6.8%	-18.2%	0.7	-0.1%	-2.6%	0.5%	-9.8%	7.0%
